14-3-3g Raf – modulators of human 14-3-3 gamma - Raf peptide interaction; FP, 14-3-3gamma / TMR-pS259-Raf peptide binding; inhibition, % at 40 µM; 160,000 compounds, 0.19% hits; in the data active = inhibition above about 30%;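 also: 0% = protein plus tracer without compound and 100% = blank with tracer alone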
Target sequence (P61981 whole entry, looked up): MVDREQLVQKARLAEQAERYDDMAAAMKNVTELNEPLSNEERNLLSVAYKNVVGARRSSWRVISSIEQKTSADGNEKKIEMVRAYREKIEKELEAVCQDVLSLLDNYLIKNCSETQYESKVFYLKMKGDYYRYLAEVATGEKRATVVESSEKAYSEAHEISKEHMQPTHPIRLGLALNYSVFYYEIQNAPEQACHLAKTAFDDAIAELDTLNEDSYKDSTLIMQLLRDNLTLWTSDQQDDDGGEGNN
Starred values were filed as active, the others as inactive; & = joins results of further samples. This is a subset (hit frequency here may not be typical).

SMILES	14-3-3g Raf
Cc1ccc(Cc2c(C)nc3nc(SCC(=O)NC4CC4)nn3c2C)cc1	-5
CCC(C)(C(=O)NC1CCCC1)N(C(=O)c1ccccn1)c1ccccc1 (centres undefined)	-5&-5
O=C(Nc1ccc(-c2nc3ccccc3o2)cc1)c1ccc(Br)o1	-252
COc1ccc(NC(=O)c2cccs2)c([N+](=O)[O-])c1	-4
COc1ccc(N(C)C(=O)c2cc3cc4ccc(C)cc4nc3o2)c(OC)c1	-2
CC(C)c1ccc(NC(=O)C2CCN(S(C)(=O)=O)CC2)cc1	-1
O=C(NCc1ccc2c(c1)OCO2)C1CSC(c2cccnc2)=N1 (centres undefined)	-3
CCOC(=O)N1CCC(NC(=O)C2CCN(S(=O)(=O)N3CCCC3)CC2)CC1	-12
COc1ccc(C(=O)N2CCN(C(C)=O)CC2)cc1S(=O)(=O)NCc1ccc(Cl)cc1	1
Cc1cc(OCCCCCNCCO)cc(C)c1Cl	-1
O=C(c1cccc2ccccc12)N1CCN(c2ccc([N+](=O)[O-])cc2)CC1	-6
O=C(Cc1cccs1)N1CCN(S(=O)(=O)c2ccc(Cl)cc2)CC1	-8
Cc1noc(C)c1C(=O)NCc1cccs1	9
Cc1c(C(=O)NC(C)C)oc2ccc(S(=O)(=O)N3CCCC3)cc12	-3
COc1ccc(-c2csc(Cc3nnc4n3CCCCC4)n2)cc1	-3
Cn1c(=O)oc2cc(S(=O)(=O)N3CCC4(CC3)OCCO4)ccc21	-3
Cc1sc2ncn(CC(=O)NCCCC(=O)N3CCN(C)CC3)c(=O)c2c1C	-2
CCCOc1ccc(C2Oc3ccccc3C3CC(c4ccccc4)=NN32)cc1 (centres undefined)	-10
CCN1CCN(CCC(=O)Nc2cc([N+](=O)[O-])ccc2OC)CC1	-3
Cc1cc(NC(=O)CCC2CCCC2)nc2c1c(=O)oc1ccccc12	-36
CCN(CC)C(=O)CSc1nc(O)cc(=O)n1C	-10
CN1CCc2cc(O)c(O)cc2C(c2ccccc2)C1 (centres undefined)	8
COc1cc(OC)c(C(=O)COc2ncnc3ccccc23)c(OC)c1	0
CCc1ccc2oc(=O)cc(CN(C)Cc3ccccc3)c2c1	-1
O=C(NCCc1cn2ccccc2n1)C1CCCCC1	2
(listing goes on)
SMILES	14-3-3g Raf
COc1ccc2oc(=Nc3ccc(Oc4ccccc4)cc3)c(C(N)=O)cc2c1	12
CCOc1ccc(C(Nc2ccccn2)c2ccc3ccc(C)nc3c2O)cc1C (centres undefined)	2
CCOC(=O)N1CCC(NC(=O)c2ccc(CS(=O)(=O)c3c(Cl)cccc3Cl)o2)CC1	4
Cc1cc(C)nc(SCCn2c(N3CCCCC3)nc3c2c(=O)n(C)c(=O)n3C)n1	-3
CCOC(=O)C1C(c2cccs2)NC(=O)NC1(O)C(F)(F)F (centres undefined)	5
O=C(CN1C(=O)C2C3C=CC(C3)C2C1=O)Nc1cccc2c1CCCC2 (centres undefined)	5&-19
O=C(NCCc1ccccc1)C(=O)Nc1ccccc1F	-2
NC(=O)SC/C(=N\S(=O)(=O)c1ccccc1)Nc1ccccc1	4
CCOC(=O)c1ccc(N2C(=O)C(Oc3ccc(Cl)cc3C)C2c2ccccc2OC)cc1 (centres undefined)	2
O=C(O)CCNS(=O)(=O)c1cccc(C(F)(F)F)c1	8
CCCn1nc(NC(=O)c2ccco2)c2cc3ccc(C)cc3nc21	-4
COc1ccccc1NC(=O)CSc1nnc(Cc2cccn2C)n1CCc1ccccc1	-9
O=C(CCCn1c(=S)[nH]c2ccsc2c1=O)NCCc1ccc(Cl)cc1	-1
CCOC(=O)c1c(-c2ccccc2)oc2ccc(N(C(C)=O)S(=O)(=O)c3cccc([N+](=O)[O-])c3)cc12	-53
Cc1ccc(N2C(=O)CSC2c2ccc([N+](=O)[O-])cc2)cc1Cl (centres undefined)	-8
CC(C)OC(=O)c1nnn(-c2nonc2N)c1CN1CCc2ccccc2C1	9
Cc1cc(N2CCOCC2)nc2ccc(NC(=O)CCC(=O)NCc3ccc(F)cc3)cc12	-3
COc1ccc(OCC(=O)Nc2ccc3c(c2)nc2n3CCSC2)cc1	-2
COc1cccc(N=c2oc3c(C)ncc(COC(C)=O)c3cc2C(=O)Nc2ccc(C)cc2)c1	-3
COc1ccccc1N1CCN(C(CNC(=O)c2ccc3c(c2)OCO3)c2cccnc2)CC1 (centres undefined)	-3
CCCOC(=O)C1C2C=C[C@]3(CN(CCc4ccccc4)C(=O)[C@H]13)O2 (some centres undefined)	4
O=C(Nc1ccon1)c1sc2ccccc2c1Cl	-10
Cc1cc(C)c2oc(-c3cccc(NC(=O)c4cc([N+](=O)[O-])ccc4Cl)c3)nc2c1	-157
CC(C)(C)c1ccc(C(=O)NCCOCc2ccccc2)cc1	-6
Cc1cccc2cc(COC(=O)C(C)(C)C)c(=O)[nH]c12	2
More results.
SMILES	14-3-3g Raf
O=C1CCCN1CCCn1c(SCc2cccc(Cl)c2)nc2ccccc2c1=O	-2
CCS(=O)(=O)N1CCN(C(=O)c2ccco2)CC1	0
COc1ccc(N2CCN(C(=O)CN(C)S(=O)(=O)c3cccs3)CC2)cc1	-28
NC(=O)CSc1nnc(-c2ccccc2)c(-c2ccccc2)n1	-1
O=C(c1ccccc1)c1nc[nH]c1C(=O)Nc1ccccc1	-1
COC(=O)c1c(NC(=O)c2ccc(C)c([N+](=O)[O-])c2)sc2c1CCC2	-30
O=C(C[n+]1ccc2ccccc2c1)c1cccc([N+](=O)[O-])c1	-6
O=C1CCC(=O)N1CC(=O)N1c2ccccc2Sc2ccccc21	-5
Cc1ccc(CCNC(=O)C2CCCN(S(=O)(=O)c3c(C)noc3/C=C/N(C)C)C2)cc1 (centres undefined)	2
COc1cc(-n2c(=O)c3ccccc3n(Cc3cccc(C)c3)c2=O)cc(OC)c1OC	-4
O=C(COc1ccc(Cl)cc1Cl)NCCCn1ccnc1	-9
c1ccc(-c2nnc(N3CCCC3)c3ccccc23)cc1	0
COCCNC(=O)c1cc(-c2ccc(OC)cc2)on1	-8
CCc1nnc(NC(=O)C2CCN(S(=O)(=O)Cc3ccccc3)CC2)s1	1
Cc1ccc(C2=CC(c3ccccc3F)n3nnnc3N2)cc1 (centres undefined)	-2
O=C(Nc1ccccc1-c1ccccc1)C1CCCN(c2ncccn2)C1 (centres undefined)	-12
COC(=O)c1ccc(N2C(=O)CC(N(C)CCc3ccc(OC)c(OC)c3)C2=O)cc1 (centres undefined)	-8
COc1cccc(/C=N/n2c(SC)nnc2-c2ccccc2)c1O	-1
CCCOC(=O)c1cccc(N2C(=O)C3C4CCC(C4)C3C2=O)c1 (centres undefined)	-6
COc1ccccc1N1C(=O)C2C(c3ccc(O)cc3O)NC(CC(C)C)(C(=O)O)C2C1=O (centres undefined)	-8
Cc1cc(C)c(S(=O)(=O)Nc2cc(Cl)c3oc4c(c3c2)C(=O)CCC4)cc1C	-16
O=C(Nc1ccc(O)c(-c2nc3ccccc3s2)c1)c1ccc(C(=O)c2ccccc2)cc1	-32
Cc1sc2ccc3sccc3c2[n+]1C	-11
CCN(CC)S(=O)(=O)c1ccc(NC(=O)COc2c(OC)cccc2OC)cc1	-7
CCN(CC)C(=O)CSc1nc2ccccc2n1S(=O)(=O)c1ccc(Br)cc1	0

6 entries from above, as a markdown table.
| Molecule | 14-3-3g Raf |
| --- | --- |
| Cc1sc2ccc3sccc3c2[n+]1C | -11 |
| CCN(CC)S(=O)(=O)c1ccc(NC(=O)COc2c(OC)cccc2OC)cc1 | -7 |
| Cc1cc(C)c(S(=O)(=O)Nc2cc(Cl)c3oc4c(c3c2)C(=O)CCC4)cc1C | -16 |
| COc1ccc(N2CCN(C(=O)CN(C)S(=O)(=O)c3cccs3)CC2)cc1 | -28 |
| COc1ccccc1N1C(=O)C2C(c3ccc(O)cc3O)NC(CC(C)C)(C(=O)O)C2C1=O (centres undefined) | -8 |
| O=C(Nc1ccc(O)c(-c2nc3ccccc3s2)c1)c1ccc(C(=O)c2ccccc2)cc1 | -32 |

Going on with the list.
SMILES	14-3-3g Raf
Nc1nc(SCC=Cc2ccccc2)nc2sc3c(c12)CCC3	-2
CCOC(=O)N1CCN(C(=O)CCSCCc2ccncc2)CC1	-4
COc1ccc2c(c1)CCc1c(C(=O)Nc3ccn(Cc4ccc(C)cc4)n3)noc1-2	-3&2
O=C(Nc1ccc(Cc2ccncc2)cc1)C1CCC(N2C(=O)C3CC=CCC3C2=O)CC1 (centres undefined)	-10
COc1ccc(-c2csc(NC(=O)Cn3nc(C)cc3C)n2)cc1	-8&0
Cc1ccc(Nc2nnc(C)c(=O)[nH]2)cc1	0
COC(=O)C1C(=O)CC(C)(O)C(C(=O)OC)C1/C=C/c1ccccc1 (centres undefined)	-3
c1ccc2[nH]c(-c3nc4ccccc4[nH]3)nc2c1	-4
CCOC(=O)c1c(NC(=O)c2ccoc2C)sc2c1CCC(C(C)(C)C)C2 (centres undefined)	-11
O=c1[nH]cc(N2CCOCC2)c(=O)[nH]1	3
CCCCN1C(=O)c2ccc(C(=O)NC3=NCCS3)cc2C1=O	-3
O=C(Nc1nc(-c2ccccc2)cs1)c1sc2ccccc2c1Cl	7
COCCNC(=O)C1CCC(CNS(=O)(=O)c2ccc(C)cc2)CC1 (centres undefined)	-6
COc1ccc(-c2csc(=Nc3ccc(F)cc3)n2CCO)cc1F	4
COc1cc(OC)cc(-c2nnc(NC(=O)c3ccc(S(=O)(=O)N4CCCCC4C)cc3)o2)c1 (centres undefined)	-9
Cc1ccc(C)c(N2CCN(S(=O)(=O)c3ccc4[nH]c(=O)c(=O)[nH]c4c3)CC2)c1	-7
CCN1C(=O)c2cccc3c(S(=O)(=O)NCc4ccccc4)ccc1c23	0
Cc1ccc(CN(Cc2cccnc2)C(=O)CN2C(=O)COc3ccccc32)o1	-3
NS(=O)(=O)c1cc(C(=O)O)ccc1F	0
CCOC(=O)C1CCCN(CCC(=O)Nc2ccc(F)c(F)c2)C1 (centres undefined)	-10
CCCc1c(O)nc(SC2CC(=O)N(c3cc(OC)ccc3OC)C2=O)[nH]c1=O (centres undefined)	-5
COc1ccc(-n2ncc3c(Nc4cc(OC)ccc4OC)ncnc32)cc1	-7
COCCCNC(=O)CCn1c(=S)[nH]c2cc3c(cc2c1=O)OCO3	-4
O=c1[nH]c2ccc(S(=O)(=O)Nc3ccc(F)cc3)cc2s1	-20
Cc1cc(C(F)(F)F)nn1CC(=O)Nc1ccc([N+](=O)[O-])cc1Br	1
The list continues.
SMILES	14-3-3g Raf
CCC12C(=O)C(CC)(C(c3ccccc3)=C1c1ccccc1)C1C(=O)N(c3ccc(C#N)cc3)C(=O)C12 (centres undefined)	-26
Cc1cc(=O)[nH]c2cc(Cl)ccc12	-9
CCOC(=O)CSc1nc2ccc(N3CCOCC3)cc2c(=O)n1Cc1ccc2c(c1)OCO2	-12&-8
CC(=O)N1c2c(cc(Br)cc2S(=O)(=O)N(C)c2cccc(C)c2)CC1C (centres undefined)	-11
COC(=O)c1ccc(NC(=O)c2oc(=O)c3ccccc3c2-c2ccccc2)cc1	-1
O=C(CCc1ccc(S(=O)(=O)N2CCOCC2)cc1)OCc1nc2ccccc2s1	-4
CCCn1nnc(NC(=O)c2ccc(Cl)cc2Cl)n1	-2
COc1ccc(C2C(C(=O)N3CCCCC3)CCC(=O)N2c2ccc(OC)cc2)cc1 (centres undefined)	-5
CCC(C)NC(=O)c1ccc2c(c1)N(Cc1cccc(C)c1)C(=O)CS2 (centres undefined)	-5
Cc1ccc(NC(=O)c2ccc([N+](=O)[O-])cc2)cc1	-2
Cc1ccc(C2=CC(c3ccc(Br)cc3)n3ncnc3N2)cc1 (centres undefined)	-4
O=C(NCCN1CCCC1)C1CCC(=O)N1Cc1ccc(F)cc1 (centres undefined)	5
COc1cccc2cc(C(=O)N3CCN(c4ncccn4)CC3)c(=O)oc12	-10
COc1ccc(NC(=O)c2ccc(CN3CCN(c4ccccc4)CC3)cc2)cc1	-4
O=c1cc(-c2ccccc2)c2ccc(O)c(CN3CCCCCC3)c2o1	-17
Brc1ccc(N=CC=CC=CNc2ccc(Br)cc2)cc1	-13
O=C(NC1CCCCC1)N(Cc1cc2cc3c(cc2[nH]c1=O)OCCO3)CC1CCCO1 (centres undefined)	0
COc1ccccc1OCCSc1ncnc2nc[nH]c12	-3
COc1ccc(Cl)cc1C(=O)Nc1ccc2c(c1)OCCO2	-5
CCOC(=O)C1(CC)NC(c2cccc(F)c2)C2C(=O)N(CC)C(=O)C21 (centres undefined)	-2
COc1cc(C)c(CN2CCCCC2CO)cc1C (centres undefined)	-6
O=C1c2ccccc2C(=O)c2c1ccc(N1C(=O)c3ccccc3C1=O)c2Cl	8
COc1ccc(CC(O)CN2CCCCC2)cc1 (centres undefined)	-6
COc1ccc(-c2nc3ccc(C)cn3c2Nc2ccc(C)cc2)cc1	-4
N#Cc1ccc(NC(=O)c2cc3c(ccc4ccccc43)oc2=O)cc1	-62

3 entries from above, sorted by heavy-atom count, falling:
SMILES	14-3-3g Raf
O=C(NCCN1CCCC1)C1CCC(=O)N1Cc1ccc(F)cc1 (centres undefined)	5
COc1ccccc1OCCSc1ncnc2nc[nH]c12	-3
CCCn1nnc(NC(=O)c2ccc(Cl)cc2Cl)n1	-2

The list goes on.
SMILES	14-3-3g Raf
Cc1c(C(=O)NCc2cccnc2)oc2ccc(S(=O)(=O)N3CC(C)CC(C)C3)cc12 (centres undefined)	1&-4
COC(=O)c1cc(Nc2ncnc3c2cnn3-c2ccccc2)cc(C(=O)OC)c1	4&-15
COc1ccc(C2NC(=O)NC(C)=C2C(=O)OCCc2ccccc2)cc1OC (centres undefined)	4
O=[N+]([O-])c1cc(C=Nc2ccc(O)c(-c3nc4ccccc4[nH]3)c2)ccc1Cl	-6
COc1cc(C(=S)N2CCOCC2)ccc1OC(C)=O	-21
CCOC(=O)c1sc2nc(SCC(=O)NCc3ccco3)n(Cc3ccccc3)c(=O)c2c1C	-9

Quoted from the listing for reference:
SMILES	14-3-3g Raf
O=[N+]([O-])c1cc(C=Nc2ccc(O)c(-c3nc4ccccc4[nH]3)c2)ccc1Cl	-6
COc1cc(C(=S)N2CCOCC2)ccc1OC(C)=O	-21
CCOC(=O)c1sc2nc(SCC(=O)NCc3ccco3)n(Cc3ccccc3)c(=O)c2c1C	-9
